Compound activity: PubChem, several laboratories
STAT3 inh: IL-6 driven STAT3 reporter inhibitors, primary screen, U3A cells, luciferase, luminescence, MLSCN library; IL-6 STAT3-luciferase reporter; host cell line lacks STAT1; 190,000 compounds, 0.89% hits; inhibition, % at 5.5 µM;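 active means inhibition above the mean inhibition across all screened compounds plus 3 SD, cut at about 44% in these data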;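 further: 0% = DMSO only wells and 100% = 100 µM nifuroxazide control wells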
FLuc stim CS: FLuc activators, initial screening, artefact control for FLuc-dependent activation tests, biochemical, ATPlite luminescence; Luciferin 4-monooxygenase (Photinus pyralis), P08659; ATPlite luciferase biochemical, 10 min; 0 = ATP-free wells, 1 = DMSO control; activation factor at 10 µM; 200,000 tested, under 10 active; AID 1027, 2008;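 active means luciferase activation factor, scaled between plate controls, of at least 2 with compound at 10 µM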
Target sequence (P08659 whole entry, looked up): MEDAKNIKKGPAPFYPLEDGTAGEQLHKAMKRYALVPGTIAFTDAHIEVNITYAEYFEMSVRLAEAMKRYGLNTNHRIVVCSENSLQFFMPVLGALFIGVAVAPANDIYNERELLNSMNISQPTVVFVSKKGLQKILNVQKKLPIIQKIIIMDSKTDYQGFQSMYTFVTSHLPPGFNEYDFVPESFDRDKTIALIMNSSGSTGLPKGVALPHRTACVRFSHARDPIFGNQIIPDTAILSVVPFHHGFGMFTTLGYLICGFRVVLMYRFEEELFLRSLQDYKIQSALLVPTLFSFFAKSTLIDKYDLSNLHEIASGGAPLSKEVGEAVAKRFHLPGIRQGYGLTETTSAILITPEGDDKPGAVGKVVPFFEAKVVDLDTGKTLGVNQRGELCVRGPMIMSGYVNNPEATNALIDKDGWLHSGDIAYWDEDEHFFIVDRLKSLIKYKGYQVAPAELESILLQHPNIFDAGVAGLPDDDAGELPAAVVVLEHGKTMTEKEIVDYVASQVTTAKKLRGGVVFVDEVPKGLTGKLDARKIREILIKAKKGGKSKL
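test system = cell-free luciferase reagent | medium = PBS as buffer for the ATP substrate | dosing = test compounds dosed from 2 mM stocks in 100% DMSO | incubation = 10 min at ambient temperature | detection = luminescence measurement of luciferase light output | benchmarks = low control with PBS replacing ATP, high control enzyme plus ATP without compound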
APP 5UTR inh: inhibitors of APP translation via 5'UTR reporter, primary screen, APP 5'UTR luciferase, SH-SY5Y cells | SH-SY5Y APP 5'UTR-luciferase reporter, luminescence | inhibition, % at 2 µM | 190,000 compounds, 0.82% hits;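 active means inhibition above a set limit, derived from the sample mean plus 3 SD, cut at about 45% in these data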; further: values of inactives mirror those of a sister screen read the other way
STAT3 activator: IL-6 driven STAT3 reporter potentiators, primary screen, U3A cells, luciferase, luminescence, MLSCN library; IL-6 STAT3-luciferase reporter; 100% = signal with IL-6 EC80 alone; activation (% of control), % at 5.6 µM; 190,000 compounds, 0.91% hits;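 active means activation above the screen-wide mean of compound activation plus 3 SD, cut at about 130% in these data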;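 further: 0% = background luminescence of wells with medium and substrate only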
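Test system: STAT3-luciferase reporter U3A cells; Detection: reporter luminescence signal; Times: 1 h compound pre-exposure, 6 h IL-6 stimulation, 37 °C; Benchmarks: IL-6-only high control; Also added: IL-6 stimulus at 33 ng/mL final.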
STAT1 blocker: STAT1 signaling inhibitors, primary screen, cell-based, HTS, luciferase reporter. NIH 3T3 STAT1-luciferase reporter, IFN-gamma, luminescence. inhibition, % at 5.5 µM. 200,000 compounds, 0.35% hits. AID 920, 2007;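 active means inhibition above a set limit, the mean inhibition across all tested compounds plus 3 SD, cut at about 34% in these data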;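 further: 0% = IFN-gamma with DMSO and 100% = IFN-gamma with 300 µM nifuroxazide; values of inactives mirror those of a sister screen read the other way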
NF-kB neuron act: activators of NF-kB expression in neurons, primary screen, cell-based, HTS; AID 1239, 2008; human neuronal cells, NF-kB reporter expression; active compounds read high; 190,000 compounds, 1.6% hits; fold change at 12.5 µM; in the data active means fold change above about 3.3
APP 5'UTR act: activators of APP 5'UTR luciferase reporter, primary screen, SH-SY5Y cells; SH-SY5Y APP 5'UTR luciferase reporter, luminescence; zero percent = DMSO vehicle wells; activation, % at 2 µM; 190,000 compounds, 1% hits; AID 1276, 2008;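 active means activation above a set limit, based on mean plus 3 SD of controls, cut at about 140% in these data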; further: values of inactives mirror those of a sister screen read the other way
ROMK primary: ROMK potassium channel modulators, primary screen, cell-based, thallium flux, MLSMR library; ATP-sensitive inward rectifier potassium channel 1 (Homo sapiens), P48048; Tet-inducible ROMK, thallium flux fluorescence; actives lie on both sides; B-score at 10 µM; 130,000 compounds, 2% hits; AID 1918, 2009;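 active means signal ratio slope over the read window, or its plate-corrected B-score, at least 3 SD from the plate mean, either direction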;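 further: B-score of the F/F0 ratio slope over 7 to 12 s after thallium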
Target sequence (P48048 whole entry, looked up): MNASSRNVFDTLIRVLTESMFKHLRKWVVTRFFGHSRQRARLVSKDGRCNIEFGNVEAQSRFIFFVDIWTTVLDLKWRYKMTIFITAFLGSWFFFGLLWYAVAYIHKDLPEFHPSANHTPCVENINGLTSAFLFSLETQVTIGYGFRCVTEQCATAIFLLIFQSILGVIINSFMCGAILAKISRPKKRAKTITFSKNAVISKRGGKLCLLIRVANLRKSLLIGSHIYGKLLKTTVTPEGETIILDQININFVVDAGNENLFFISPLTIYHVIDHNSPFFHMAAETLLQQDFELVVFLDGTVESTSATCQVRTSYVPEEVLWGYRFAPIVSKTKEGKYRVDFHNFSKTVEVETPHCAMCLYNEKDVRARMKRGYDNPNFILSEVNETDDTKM
FLuc inh counter: firefly luciferase enzyme inhibitors, primary screen, artefact control for luciferase-based inhibitor screens, biochemical, luminescence, ATPLite. Luciferin 4-monooxygenase (Photinus pyralis), P08659. 200,000 compounds, 1.5% hits. inhibition, % at 10 µM. 10 min;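 active means inhibition above about 50% when tested at 10 µM, limit read from the data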
STAT1 act: STAT1 signaling activators, primary screen, cell-based, HTS, luciferase reporter; NIH 3T3 STAT1-luciferase reporter, IFN-gamma, luminescence; 100% = IFN-gamma alone, no compound; activation (% of control), % at 5.5 µM; 200,000 compounds, 2.6% hits; AID 932, 2007;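 active means activation above the screen-wide mean activation plus 3 SD, cut at about 130% in these data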;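 further: raw ratio to IFN-gamma control signal so 100% means no change and 0% no light; values of inactives mirror those of a sister screen read the other way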
* marks the source's active call; other numbers are inactive results.

Results for COc1ccc(S(=O)(=O)NC(N)=NCCc2ccc(OC)c(OC)c2)cc1C ?
STAT3 inh: 5; FLuc stim CS: 1; APP 5UTR inh: 4; STAT3 activator: 101; STAT1 blocker: -9; NF-kB neuron act: 1; APP 5'UTR act: -4; ROMK primary: -0.11; FLuc inh counter: 1; STAT1 act: 106

What do the screens show for `COC(=O)Cn1c(=NC(=O)c2cc(OC)c(OC)c(OC)c2)sc2cc(OC)ccc21`?
STAT3 inh: 3; FLuc stim CS: 1.1; APP 5UTR inh: 18; STAT3 activator: 99; STAT1 blocker: 2; NF-kB neuron act: 0.98; APP 5'UTR act: -18; FLuc inh counter: -5; STAT1 act: 98

Results for CCN1CCN(/C=N/c2nc(C)cs2)CC1 ?
STAT3 inh: -1; FLuc stim CS: 1; APP 5UTR inh: -21; STAT3 activator: 105; STAT1 blocker: -20; NF-kB neuron act: 1.4; APP 5'UTR act: 21; ROMK primary: 0.081; FLuc inh counter: 2; STAT1 act: 118

What do the screens show for `CCOc1ccc2ccccc2c1/C=N/NC(=O)CC1(C)OCCCO1`?
STAT3 inh: -9; FLuc stim CS: 1; APP 5UTR inh: 21; STAT3 activator: 110; STAT1 blocker: -2; NF-kB neuron act: 0.99; APP 5'UTR act: -21; FLuc inh counter: -3; STAT1 act: 101

What do the screens show for `COc1ccccc1NC(=S)N1CCN(C/C=C/c2ccccc2)CC1`?
STAT3 inh: -1; FLuc stim CS: 1; APP 5UTR inh: 6; STAT3 activator: 103; STAT1 blocker: 8; NF-kB neuron act: 0.87; APP 5'UTR act: -6; ROMK primary: 0.94; FLuc inh counter: -2; STAT1 act: 93

Results for O=C(COc1ccc(/C=N/NS(=O)(=O)c2ccccc2)cc1)NCCc1ccccc1 ?
STAT3 inh: 8; FLuc stim CS: 1; APP 5UTR inh: 7; STAT3 activator: 102; STAT1 blocker: -3; NF-kB neuron act: 1.1; APP 5'UTR act: -7; FLuc inh counter: -1; STAT1 act: 103

Results for N/C(Cc1ccc(Cl)cc1)=N\OC(=O)c1cccc2ccccc12 ?
STAT3 inh: 22; FLuc stim CS: 1; APP 5UTR inh: 11; STAT3 activator: 85; STAT1 blocker: -5; NF-kB neuron act: 0.68; APP 5'UTR act: -11; FLuc inh counter: -3; STAT1 act: 104

Results for Cc1cccc(NC(=O)C2C(c3ccccc3)C2(Cl)Cl)c1C (configuration not stated) ?
STAT3 inh: 6; FLuc stim CS: 1; APP 5UTR inh: -11; STAT3 activator: 102; STAT1 blocker: 7; NF-kB neuron act: 0.96; APP 5'UTR act: 11; FLuc inh counter: -3; STAT1 act: 93

How did COc1cc(-n2c(-c3ccccc3)n[nH]c2=S)c(OC)cc1Cl do in these assays?
STAT3 inh: 0; FLuc stim CS: 1; APP 5UTR inh: -5; STAT3 activator: 104; STAT1 blocker: -2; NF-kB neuron act: 1.2; APP 5'UTR act: 5; ROMK primary: 0.65; FLuc inh counter: -1; STAT1 act: 100

What do the screens show for `O=C(Cn1cnc2c(cnn2-c2ccc(F)cc2)c1=O)N1CCN(c2ccccc2)CC1`?
STAT3 inh: 9; FLuc stim CS: 1; APP 5UTR inh: -4; STAT3 activator: 94; STAT1 blocker: 1; NF-kB neuron act: 1.4; APP 5'UTR act: 4; FLuc inh counter: 1; STAT1 act: 102

Results for Cc1cc(C(=O)OCC(=O)Nc2ccccc2)c(C)o1 ?
STAT3 inh: 2; FLuc stim CS: 1; APP 5UTR inh: -20; STAT3 activator: 102; STAT1 blocker: 6; NF-kB neuron act: 1; APP 5'UTR act: 20; ROMK primary: 0.17; FLuc inh counter: 0; STAT1 act: 94

Results for CCCC(=O)Nc1ccc(Cl)c(NC(=O)C(C)(C)C)c1 ?
STAT3 inh: -6; FLuc stim CS: 1; APP 5UTR inh: 16; STAT3 activator: 110; STAT1 blocker: -1; NF-kB neuron act: 0.87; APP 5'UTR act: -16; FLuc inh counter: -2; STAT1 act: 101

How did COc1cccc(C(c2c(C)[nH]n(-c3ccccc3)c2=O)c2c(C)[nH]n(-c3ccccc3)c2=O)c1OC do in these assays?
STAT3 inh: -8; FLuc stim CS: 1.1; STAT3 activator: 107; STAT1 blocker: -9; NF-kB neuron act: 1.4; ROMK primary: -0.21; FLuc inh counter: -7; STAT1 act: 108

How did OCCSc1nncn1/N=C/c1c[nH]c2ccccc12 do in these assays?
STAT3 inh: 1; FLuc stim CS: 1; APP 5UTR inh: 2; STAT3 activator: 103; STAT1 blocker: -2; NF-kB neuron act: 1.9; APP 5'UTR act: -2; ROMK primary: 0.094; FLuc inh counter: -2; STAT1 act: 102

What do the screens show for `Cc1ccc(-n2c(SCC(=O)OC(C)C)nnc2-c2ccccn2)cc1`?
STAT3 inh: 9; FLuc stim CS: 1; APP 5UTR inh: 3; STAT3 activator: 100; STAT1 blocker: -4; NF-kB neuron act: 1.1; APP 5'UTR act: -3; ROMK primary: 0.062; FLuc inh counter: -1; STAT1 act: 103

What do the screens show for `COc1ccc(CNC(=O)c2coc(=O)c3ccccc23)cc1`?
STAT3 inh: 6; FLuc stim CS: 1; APP 5UTR inh: -24; STAT3 activator: 97; STAT1 blocker: -5; NF-kB neuron act: 1; APP 5'UTR act: 24; ROMK primary: 1.5; FLuc inh counter: 2; STAT1 act: 104

How did O=c1cc(O)n(-c2ccc(F)cc2)c(=S)[nH]1 do in these assays?
STAT3 inh: 1; FLuc stim CS: 1; APP 5UTR inh: -7; STAT3 activator: 99; STAT1 blocker: -3; NF-kB neuron act: 1.1; APP 5'UTR act: 7; ROMK primary: 0.11; FLuc inh counter: -1; STAT1 act: 103

What do the screens show for `COc1ccc2[nH]c(=O)c(CN(CCc3ccccc3)C(C)=O)cc2c1`?
STAT3 inh: 4; FLuc stim CS: 1.1; APP 5UTR inh: -3; STAT3 activator: 99; STAT1 blocker: 3; NF-kB neuron act: 0.93; APP 5'UTR act: 3; FLuc inh counter: -7; STAT1 act: 97

How did CCOC(=O)N1CCC(N2CCN(S(=O)(=O)c3ccc(NC(C)=O)cc3)CC2)CC1 do in these assays?
STAT3 inh: 9; FLuc stim CS: 1.1; APP 5UTR inh: -7; STAT3 activator: 93; STAT1 blocker: 2; NF-kB neuron act: 1.1; APP 5'UTR act: 7; ROMK primary: -0.24; FLuc inh counter: -6; STAT1 act: 98

What do the screens show for `CCOC(=O)c1nn(-c2ccccc2F)c(-c2ccccc2)c1C(=O)c1ccccc1`?
STAT3 inh: -2; FLuc stim CS: 1; APP 5UTR inh: -10; STAT3 activator: 103; STAT1 blocker: 2; NF-kB neuron act: 0.71; APP 5'UTR act: 10; FLuc inh counter: -1; STAT1 act: 98

What do the screens show for `S=C(NCc1ccco1)NCC1CCCO1` (configuration not stated)?
STAT3 inh: 4; FLuc stim CS: 1.1; APP 5UTR inh: 7; STAT3 activator: 103; STAT1 blocker: -3; NF-kB neuron act: 1.1; APP 5'UTR act: -7; ROMK primary: 1.6; FLuc inh counter: -6; STAT1 act: 102

What do the screens show for `ONC(=Nc1ccccc1)c1ccc(Cl)cc1`?
STAT3 inh: 9; FLuc stim CS: 1; STAT3 activator: 97; STAT1 blocker: 1; NF-kB neuron act: 0.99; FLuc inh counter: -3; STAT1 act: 99

How did O=C(c1ccc(-n2c(SCc3cc(F)ccc3F)nc3ccccc3c2=O)cc1)N1CCOCC1 do in these assays?
STAT3 inh: 14; FLuc stim CS: 1; APP 5UTR inh: 24; STAT3 activator: 87; STAT1 blocker: 14; NF-kB neuron act: 1.2; APP 5'UTR act: -24; ROMK primary: 0.9; FLuc inh counter: -3; STAT1 act: 88

Results for COc1ccc(NC(=O)CSc2nnc(-c3ccccc3F)n2C2CC2)cc1S(N)(=O)=O ?
STAT3 inh: -12; FLuc stim CS: 1; APP 5UTR inh: 20; STAT3 activator: 110; STAT1 blocker: 6; NF-kB neuron act: 1.2; APP 5'UTR act: -20; ROMK primary: -0.74; FLuc inh counter: 2; STAT1 act: 95

Results for COc1ccc(C2C(C(=O)OCC3CCCO3)=C(C)NC3=C2C(=O)CC(c2ccco2)C3)cc1O (configuration not stated) ?
STAT3 inh: -2; FLuc stim CS: 1; APP 5UTR inh: -6; STAT3 activator: 106; STAT1 blocker: -1; NF-kB neuron act: 0.8; APP 5'UTR act: 6; FLuc inh counter: -2; STAT1 act: 101

Results for COc1ccc(COc2cc(-c3cccc(OC)c3)nc3ccc(NC(=O)c4cccnc4)cc23)cc1 ?
STAT3 inh: 3; FLuc stim CS: 1.1; APP 5UTR inh: 25; STAT3 activator: 95; STAT1 blocker: 5; NF-kB neuron act: 0.27; APP 5'UTR act: -25; ROMK primary: 0.33; FLuc inh counter: -6; STAT1 act: 96

What do the screens show for `COc1cc(OC)cc(-n2nnnc2SCC(=O)Nc2nc3c(s2)CCCC3)c1`?
STAT3 inh: 0; FLuc stim CS: 1.1; APP 5UTR inh: 4; STAT3 activator: 101; STAT1 blocker: -1; NF-kB neuron act: 1.2; APP 5'UTR act: -4; FLuc inh counter: -6; STAT1 act: 100

How did CC(C)CNS(=O)(=O)c1ccc(CCC(=O)N2CCN(c3ccc(F)cc3)CC2)cc1 do in these assays?
STAT3 inh: 10; FLuc stim CS: 1; APP 5UTR inh: -4; STAT3 activator: 92; STAT1 blocker: 33; NF-kB neuron act: 0.86; APP 5'UTR act: 4; FLuc inh counter: -4; STAT1 act: 69

How did O=C(Nc1ccc(Cl)cc1)c1sccc1-n1cccc1 do in these assays?
STAT3 inh: 31; FLuc stim CS: 1; APP 5UTR inh: 0; STAT3 activator: 80; STAT1 blocker: 1; NF-kB neuron act: 1.2; APP 5'UTR act: 0; ROMK primary: 0.37; FLuc inh counter: -4; STAT1 act: 97

What do the screens show for `COc1ccc(Cc2nn3c(-c4ccccc4OC)nnc3s2)cc1`?
STAT3 inh: -33; FLuc stim CS: 1; APP 5UTR inh: -1; STAT3 activator: 131; STAT1 blocker: 0; NF-kB neuron act: 0.93; APP 5'UTR act: 1; ROMK primary: -0.57; FLuc inh counter: -5; STAT1 act: 101
